Dynein cargo inh – blocks dynein driven cargo transport along microtubules; 220,000 tested, 0.47% active; z-score, hits read low; 3617.4 mouse cells, GR-EGFP nuclear translocation imaging; test concentration mostly 20 µM; stimulated with dexamethasone, 1 µM; stronger effect = lower value;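 active = plate z-score of nuclear minus cytoplasmic receptor signal below a set negative limit, without overly bright fluorescence or cell loss, cut at about -3.5 in these data, passing the limit was not always enough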;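 also: z-score of nuclear minus cytoplasmic ring GR-EGFP intensity difference per well; some compounds called inactive have numbers as strong as hits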
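medium = tetracycline-free induction medium containing charcoal-stripped FBS | also added = 1.0 µM final dexamethasone stimulus | schedule = 48 h induction, 1 h compound, 30 min dex at 37 °C | technique = fixed, Hoechst-stained cells imaged at 10x for EGFP | measure = GR-EGFP nuclear translocation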
Ins promoter up – MIN6 insulin promoter up-regulation; MIN6 insulin promoter-GFP reporter, high-content imaging; stronger effect = higher value; z-score at 5 µM; 190,000 tested, 0.3% active;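 active = z-score above 3 at 5 µM with at least 500 cells counted in the well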
b-catenin transl – modulators of beta-catenin nuclear translocation; HeLa beta-catenin nuclear translocation, immunofluorescence imaging; nuclear translocation activity, % at 5 µM; 190,000 tested, 0.3% active;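 active = nuclear translocation activity above 50% at 5 µM, with a well cell count of 50 or more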;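 also: per-cell ratio of nuclear to cytoplasmic median beta-catenin stain intensity; plate controls were DMSO negative control for no effect and GSK-3 inhibitor IX positive control for full effect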
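test system = HeLa cells, endogenous beta-catenin | dosing = single 5 µM dose plus 0.02–20 µM confirmation series | times = compound treatment 24 h, 37°C, 5% CO2 | technique = beta-catenin immunofluorescence imaging with DAPI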
Autophagy HCS – alters autophagy in cells; 190,000 tested, 0.98% active; calls only at 10 µM (by protocol); MEF GFP-LC3 puncta imaging; test concentration mostly 10 µM;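 active = percentage of spot-positive cells more than 3 SD above its plate mean, without a fluorescence outlier flag or 80% toxicity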;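 also: spot-positive cell cutoff set from DMSO-treated cells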
MT stabilizer – microtubule stabilizers in HeLa cells | HeLa tubulin immunostaining HCS, 24 h; share of cells brighter than vehicle mean+2SD | % tubulin-high responders, % at 10 µM | 200,000 tested, 0.83% active | AID 2205;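 active = plate Z-score above 3 for both tubulin-high and condensed-nucleus cell shares, with cell loss under 80%, at 10 µM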;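 also: anti alpha tubulin signal scored within the nucleus-defined area of each cell; some results filed as inactive read as strong as hits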
human PMI inhibition – MPI enzyme activity inhibition – biochemical, fluorescence intensity, coupled assay, primary screen (AID 1209); purified PMI enzyme, coupled fluorescence intensity; higher % means a stronger effect; inhibition, % at 20 µM, or IC50 in µM where a hit was titrated; 190,000 tested, 0.42% active;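 also: plate controls were DMSO vehicle for no effect and wells lacking substrate for full effect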
WT yeast gro inh – growth inhibition of WT yeast, mitochondrial fusion screen | mitochondrial fusion phenotypic screen, WT strain | inhibition, % at 10 µM | 190,000 tested, 2.1% active; in the data active = inhibition above about 58%; tested in S. cerevisiae
Yfh1-off respiration – enhancers of respiration in Yfh1-depleted yeast, dose response, Friedreich's ataxia, plus single-dose screen (AID 1465). 220,000 tested, 0.074% active. S. cerevisiae Yfh1-off respiration, WST-1 reduction, 72 h; higher fold induction means a stronger effect. fold induction at 50 µM; hits with a dose series show EC50 in µM;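 active = fold induction of absorbance versus untreated yeast above a set limit, then at least 30% activation at any dose in follow-up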;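 also: activators that raise dye reduction in frataxin-depleted yeast; strong numbers were not always called active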
PMI inhibition – MPI inhibition at elevated mannose 6-phosphate – biochemical, fluorescence intensity, high mannose 6-phosphate, primary screen (AID 1220); recombinant PMI enzyme, coupled fluorescence intensity; higher % means a stronger effect; one-dose inhibition, % at 20 µM; IC50 in µM for titrated hits; 190,000 tested, 0.66% active
WT yeast gro inh mutant strain – further read-out of WT yeast gro inh, marked with its call; inhibition, %; mitochondrial fusion phenotypic screen, mutant strain inhibition
Dynein cargo inh cytoplasmic EGFP – second read-out of Dynein cargo inh, no call of its own (marks repeat the call); z-score; measured here: cytoplasmic GR-EGFP intensity; stronger effect = higher value
Dynein cargo inh nuclear GR-EGFP – further read-out of Dynein cargo inh, marked with its call; z-score; measured here: nuclear GR-EGFP intensity;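 lower value marks the stronger effect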
Dynein cargo inh cell count – recorded beside Dynein cargo inh, whose call it bears; z-score; measured here: cell count per field
Ins promoter up cell count – recorded beside Ins promoter up, whose call it bears; cell count; measured here: cytotoxicity, nuclei count;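 total cells summed across four imaged fields per well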
b-catenin transl cell count 5 µM – second read-out of b-catenin transl, no call of its own (marks repeat the call); cell count; measured here: cell count, cytotoxicity flag
MT stabilizer Hoechst-high % – recorded beside MT stabilizer, whose call it bears; % Hoechst-high responders; measured here: nuclear condensation Hoechst responders;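 share of cells brighter than vehicle mean plus two SD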
MT stabilizer cytotoxicity % – second read-out of MT stabilizer, no call of its own (marks repeat the call); toxicity, %; measured here: cytotoxicity by cell density;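 0% = mean cell density of plate MIN control wells and 100% = no cells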
Autophagy HCS cell loss 18 h – also measured in Autophagy HCS; calls as there; toxicity, %; measured here: cell loss, nuclei count;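 cell loss after 18 h compound exposure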
* marks the source's active call; other numbers are inactive results. Rule as the data show it, unless noted: active = inhibition above about 50%; inactive = the rest.

O=c1cc[nH]c2c(Cl)cccc12 was read as Dynein cargo inh -0.485, Ins promoter up 0.37, b-catenin transl -3.5, Yfh1-off respiration inactive, Dynein cargo inh cytoplasmic EGFP -0.196, Dynein cargo inh nuclear GR-EGFP -0.314, Dynein cargo inh cell count 0.0572, Ins promoter up cell count 1427 and b-catenin transl cell count 5 µM 1199.
For CCSc1ccccc1C(=O)N1CCCC1 the results were Dynein cargo inh 0.455, Ins promoter up 0.18, b-catenin transl -3.8, Autophagy HCS inactive, MT stabilizer 1.7, human PMI inhibition 1.7%, WT yeast gro inh -1.2, Yfh1-off respiration inactive, PMI inhibition 6.7%, WT yeast gro inh mutant strain -18.8, Dynein cargo inh cytoplasmic EGFP -0.147, Dynein cargo inh nuclear GR-EGFP 0.566, Dynein cargo inh cell count 0.35, Ins promoter up cell count 873, b-catenin transl cell count 5 µM 1024, MT stabilizer Hoechst-high % 1.1, MT stabilizer cytotoxicity % 9.0 and Autophagy HCS cell loss 18 h -3.7.
Cc1ncsc1CCSc1n[nH]c(=O)n1-c1ccccc1 was read as Dynein cargo inh -0.446, Ins promoter up 1.22, Autophagy HCS inactive, MT stabilizer 1.8, human PMI inhibition 7.1%, WT yeast gro inh 10.9, Yfh1-off respiration inactive, PMI inhibition -0.3%, WT yeast gro inh mutant strain 11.1, Dynein cargo inh cytoplasmic EGFP -0.195, Dynein cargo inh nuclear GR-EGFP 0.00641, Dynein cargo inh cell count -0.634, Ins promoter up cell count 1262, MT stabilizer Hoechst-high % 1.1, MT stabilizer cytotoxicity % 5.4 and Autophagy HCS cell loss 18 h 0.0.
Cc1cccc(N(Cc2cc3ccccc3[nH]c2=O)S(C)(=O)=O)c1 was read as Dynein cargo inh -0.429, Ins promoter up 0.04, b-catenin transl -2.4, Autophagy HCS inactive, MT stabilizer 1.5, human PMI inhibition -19.0%, WT yeast gro inh -6.1, Yfh1-off respiration inactive, PMI inhibition -17.7%, WT yeast gro inh mutant strain -7.8, Dynein cargo inh cytoplasmic EGFP -0.187, Dynein cargo inh nuclear GR-EGFP -0.222, Dynein cargo inh cell count -0.0359, Ins promoter up cell count 1154, b-catenin transl cell count 5 µM 1082, MT stabilizer Hoechst-high % 2.5, MT stabilizer cytotoxicity % 9.3 and Autophagy HCS cell loss 18 h 9.8.
CCCNC(=O)CN(c1ccc(F)c(Cl)c1)S(C)(=O)=O was read as Dynein cargo inh -0.591, Ins promoter up -0.49, b-catenin transl 0.3, Autophagy HCS inactive, MT stabilizer 2.3, human PMI inhibition 8.0%, WT yeast gro inh -8.8, Yfh1-off respiration inactive, PMI inhibition 12.2%, WT yeast gro inh mutant strain -9.1, Dynein cargo inh cytoplasmic EGFP -0.222, Dynein cargo inh nuclear GR-EGFP -0.22, Dynein cargo inh cell count -0.347, Ins promoter up cell count 1280, b-catenin transl cell count 5 µM 1011, MT stabilizer Hoechst-high % 2.1, MT stabilizer cytotoxicity % 4.9 and Autophagy HCS cell loss 18 h 2.2.
For Cc1ccc(-c2cc(C(=O)N/N=C/c3c(C)nn(C)c3C)c3ccccc3n2)c(C)c1 the results were Dynein cargo inh 0.159, Ins promoter up -0.59, Autophagy HCS inactive, MT stabilizer 1.9, human PMI inhibition 10.5%, WT yeast gro inh 13.0, Yfh1-off respiration inactive, PMI inhibition 14.3%, WT yeast gro inh mutant strain 8.7, Dynein cargo inh cytoplasmic EGFP -0.216, Dynein cargo inh nuclear GR-EGFP 0.351, Dynein cargo inh cell count 0.293, Ins promoter up cell count 969, MT stabilizer Hoechst-high % 1.2, MT stabilizer cytotoxicity % 6.1 and Autophagy HCS cell loss 18 h -5.8.
For COc1cc(/C=C/C(=O)O)ccc1OCc1cnc(Cl)s1 the results were Dynein cargo inh 0.395, Ins promoter up -1.29, b-catenin transl -2.5, Autophagy HCS inactive, MT stabilizer 2.2, human PMI inhibition -9.6%, WT yeast gro inh -11.3, Yfh1-off respiration inactive, PMI inhibition -13.8%, WT yeast gro inh mutant strain -9.3, Dynein cargo inh cytoplasmic EGFP -0.337, Dynein cargo inh nuclear GR-EGFP 0.2, Dynein cargo inh cell count -0.0489, Ins promoter up cell count 1561, b-catenin transl cell count 5 µM 1095, MT stabilizer Hoechst-high % 2.3, MT stabilizer cytotoxicity % 1.9 and Autophagy HCS cell loss 18 h 36.8.
Screening CC(NC(=O)C1CCCN1S(=O)(=O)c1cccc2cccnc12)c1ccccc1 (stereo unspecified) returned Dynein cargo inh 0.309, Ins promoter up -0.38, Autophagy HCS inactive, MT stabilizer 9.6, human PMI inhibition -5.5%, WT yeast gro inh -3.2, Yfh1-off respiration inactive, PMI inhibition -1.6%, WT yeast gro inh mutant strain -6.3, Dynein cargo inh cytoplasmic EGFP -0.239, Dynein cargo inh nuclear GR-EGFP 0.174, Dynein cargo inh cell count 0.494, Ins promoter up cell count 953, MT stabilizer Hoechst-high % 2.7, MT stabilizer cytotoxicity % 4.0 and Autophagy HCS cell loss 18 h -6.7.
Screening CCn1nnc(C(=O)O)c1C(=O)O returned Dynein cargo inh -0.747, Ins promoter up 0.08, b-catenin transl -2.4, Autophagy HCS inactive, MT stabilizer 3.5, human PMI inhibition 4.7%, WT yeast gro inh 2.2, Yfh1-off respiration inactive, PMI inhibition -1.5%, WT yeast gro inh mutant strain 15.6, Dynein cargo inh cytoplasmic EGFP -0.152, Dynein cargo inh nuclear GR-EGFP -0.404, Dynein cargo inh cell count 2.28, Ins promoter up cell count 1898, b-catenin transl cell count 5 µM 1084, MT stabilizer Hoechst-high % 2.3, MT stabilizer cytotoxicity % 0.0 and Autophagy HCS cell loss 18 h 2.4.
CCCCNCC(=O)Nc1ccc(NC(=O)CNCCCC)cc1 was read as Dynein cargo inh -0.185, Ins promoter up -0.52, b-catenin transl -0.7, Autophagy HCS inactive, MT stabilizer 2.5, human PMI inhibition 8.8%, WT yeast gro inh 9.2, Yfh1-off respiration inactive, PMI inhibition 2.5%, WT yeast gro inh mutant strain -0.6, Dynein cargo inh cytoplasmic EGFP -0.13, Dynein cargo inh nuclear GR-EGFP -0.729, Dynein cargo inh cell count -0.863, Ins promoter up cell count 1511, b-catenin transl cell count 5 µM 1396, MT stabilizer Hoechst-high % 1.1, MT stabilizer cytotoxicity % 3.0 and Autophagy HCS cell loss 18 h 0.7.
`CCOC(=O)c1cc(-c2ccccc2)n(CC(=O)O)c1C` gave Dynein cargo inh 0.0221, Ins promoter up 0.28, Autophagy HCS active, MT stabilizer 2.2, human PMI inhibition 7.3%, WT yeast gro inh -1.4, Yfh1-off respiration inactive, PMI inhibition 5.8%, WT yeast gro inh mutant strain 9.9, Dynein cargo inh cytoplasmic EGFP -0.19, Dynein cargo inh nuclear GR-EGFP 0.395, Dynein cargo inh cell count 0.139, Ins promoter up cell count 1174, MT stabilizer Hoechst-high % 2.6, MT stabilizer cytotoxicity % 1.4 and Autophagy HCS cell loss 18 h -11.5*.
COC(=O)c1cn(C(=O)c2ccc(Br)o2)c2ccccc12 was read as Dynein cargo inh 2.22, Ins promoter up -0.01, b-catenin transl 1.3, Autophagy HCS inactive, MT stabilizer 4.7, human PMI inhibition 15.5%, WT yeast gro inh -3.2, Yfh1-off respiration inactive, PMI inhibition 15.2%, WT yeast gro inh mutant strain -0.2, Dynein cargo inh cytoplasmic EGFP -0.129, Dynein cargo inh nuclear GR-EGFP 1.74, Dynein cargo inh cell count -0.665, Ins promoter up cell count 1914, b-catenin transl cell count 5 µM 955, MT stabilizer Hoechst-high % 0.9, MT stabilizer cytotoxicity % 0.3 and Autophagy HCS cell loss 18 h 12.5.
Screening COc1ccc(-c2nc(C)sc2CC(=O)O)cc1 returned Dynein cargo inh 0.47, Ins promoter up -0.06, b-catenin transl -3.2, Autophagy HCS inactive, MT stabilizer 3.4, human PMI inhibition -1.6%, WT yeast gro inh -5.3, Yfh1-off respiration inactive, PMI inhibition -0.3%, WT yeast gro inh mutant strain 5.7, Dynein cargo inh cytoplasmic EGFP -0.111, Dynein cargo inh nuclear GR-EGFP 0.373, Dynein cargo inh cell count -0.0987, Ins promoter up cell count 1203, b-catenin transl cell count 5 µM 1188, MT stabilizer Hoechst-high % 2.1, MT stabilizer cytotoxicity % 8.9 and Autophagy HCS cell loss 18 h 4.3.
For Cc1ccsc1C(=O)N1CCCC(CCC(=O)NCc2ccccc2F)C1 (stereo unspecified) the results were Dynein cargo inh -0.427, Ins promoter up -0.2, b-catenin transl 0.9, Autophagy HCS inactive, MT stabilizer 2.0, human PMI inhibition 2.5%, WT yeast gro inh -1.0, Yfh1-off respiration inactive, PMI inhibition -2.6%, WT yeast gro inh mutant strain 7.8, Dynein cargo inh cytoplasmic EGFP -0.331, Dynein cargo inh nuclear GR-EGFP -0.135, Dynein cargo inh cell count 0.624, Ins promoter up cell count 1388, b-catenin transl cell count 5 µM 947, MT stabilizer Hoechst-high % 3.0, MT stabilizer cytotoxicity % 0.0 and Autophagy HCS cell loss 18 h 12.0.
`CC(=O)NCCC(=O)Nc1nc(-c2ccccc2Cl)cs1` gave Dynein cargo inh 1.31, Ins promoter up -0.23, b-catenin transl 4.0, Autophagy HCS inactive, MT stabilizer 2.4, human PMI inhibition -13.6%, WT yeast gro inh -12.2, Yfh1-off respiration inactive, PMI inhibition -9.6%, WT yeast gro inh mutant strain 1.8, Dynein cargo inh cytoplasmic EGFP -0.325, Dynein cargo inh nuclear GR-EGFP 0.888, Dynein cargo inh cell count -0.415, Ins promoter up cell count 1239, b-catenin transl cell count 5 µM 1095, MT stabilizer Hoechst-high % 2.6, MT stabilizer cytotoxicity % 5.9 and Autophagy HCS cell loss 18 h 17.3.

Screening results from PubChem.
